# Source: PubChem
# C-LANA FP – inhibitors of KSHV C-LANA binding to DNA, primary screen, biochemical, fluorescence polarization, FAM-LBS DNA, MBP-C-LANA, single point | Kaposi's sarcoma herpesvirus LANA C-terminal domain (residues 932-1162) DNA binding | inhibition, % at 9 µM | 340,000 tested, 0.078% active;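 active = highest replicate inhibition at or above 60% at 9 µM, even if other replicates fall short; inactive = all replicates below 60% inhibition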;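 also: 0% = neutral control wells and 100% = 4 µM acridine orange control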
# Keap1 Nrf2 FP – Keap1-Nrf2 protein-protein interaction inhibitors, primary screen, biochemical, fluorescence polarization, single point; Keap1 Kelch-Nrf2 peptide fluorescence polarization, 1536-well; inhibition, % at 9.4 µM; 340,000 tested, 0.15% active; AID 504523, 2011; in the data active = inhibition above about 12%; inconclusive = no clear call, values can overlap the other calls; inactive = below about 7.3%;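 also: human Keap1 Kelch domain with fluorescein labeled Nrf2 9mer peptide probe; 0% = neutral control wells and 100% = peptide positive control; higher means more block of Keap1 binding to Nrf2 peptide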
# Target sequence (Q14145 whole entry, looked up, the tested form may be a part): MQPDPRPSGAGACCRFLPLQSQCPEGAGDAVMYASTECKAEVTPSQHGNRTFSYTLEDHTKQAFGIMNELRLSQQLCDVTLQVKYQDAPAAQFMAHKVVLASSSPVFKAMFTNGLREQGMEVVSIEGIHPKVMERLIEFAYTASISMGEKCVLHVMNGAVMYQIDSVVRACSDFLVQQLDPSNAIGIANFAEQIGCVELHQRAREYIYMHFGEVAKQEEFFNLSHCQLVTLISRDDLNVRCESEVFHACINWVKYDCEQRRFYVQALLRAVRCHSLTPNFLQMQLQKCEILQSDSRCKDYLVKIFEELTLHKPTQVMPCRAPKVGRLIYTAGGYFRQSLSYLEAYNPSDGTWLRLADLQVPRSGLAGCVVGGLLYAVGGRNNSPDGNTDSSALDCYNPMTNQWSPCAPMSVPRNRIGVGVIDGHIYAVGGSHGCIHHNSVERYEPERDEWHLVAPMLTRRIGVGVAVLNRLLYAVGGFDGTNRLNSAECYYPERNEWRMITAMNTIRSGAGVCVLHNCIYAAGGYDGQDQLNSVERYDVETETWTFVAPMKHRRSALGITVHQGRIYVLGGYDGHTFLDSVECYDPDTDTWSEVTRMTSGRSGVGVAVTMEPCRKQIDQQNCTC
# RTF Ca sens inh – cardiac RTF calcium sensitivity inhibitors, primary screen, biochemical, IANBD-TnC fluorescence, EC70 calcium; Troponin I, cardiac muscle (Homo sapiens) + Troponin T, cardiac muscle (Homo sapiens) + …; IANBD-labeled cardiac RTF, Ca2+ fluorescence; inhibition, % at 7.15 µM; 340,000 tested, 0.12% active; AID 493244, 2011;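 active = inhibition above the mean inhibition of all tested compounds plus 3 SD, cut at about 17% in these data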;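 also: assay run at fixed EC70 calcium of 1.6 mM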
# Wnt bcat act – Wnt/beta-catenin pathway activators, primary screen, cell-based, plate reader, single point | Wnt/beta-catenin reporter cell assay, activator | activation, % at 9.35 µM | 300,000 tested, 1.2% active | AID 743398, 2014; in the data active = activation above about 30%, passing the limit was not always enough; inconclusive = no clear call, values can overlap the other calls;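 also: 0% = neutral control wells and 100% = positive control wells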
# cardiac RTF act – cardiac RTF calcium sensitivity activators, primary screen, biochemical, IANBD-TnC fluorescence, EC20 calcium; Troponin I, cardiac muscle (Homo sapiens) + Troponin T, cardiac muscle (Homo sapiens) + …; IANBD-labeled TnC RTF fluorescence at EC20 calcium; 0% EC20 calcium, 100% full calcium; activation, % at 7.2 µM; 340,000 tested, 0.24% active; AID 493008, 2010;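 active = activation above the mean over all tested compounds plus 3 SD, cut at about 30% in these data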;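 also: rise in fluorescence read as greater calcium sensitivity of cardiac thin filaments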
# OPRM1-OPRD1 ag – agonists of OPRM1-OPRD1 heterodimerization, primary screen, cell-based, luminescence; Mu-type opioid receptor (Homo sapiens) + Delta-type opioid receptor (Homo sapiens), …; cells; activation, % at 9.3 µM; 340,000 tested, 0.3% active; AID 504326, 2011; in the data active = activation above about 18%;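 also: 0% = vehicle-treated cells and 100% = reference agonist; values of inactives mirror those of a sister screen read the other way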
# Pemphigus Ab inh – inhibitors of pemphigus antibody binding to DSG3, primary screen, biochemical, bead-based, flow cytometry, scFv-GFP; Desmoglein-3 (Homo sapiens), P32926; DSG3-coupled beads, scFv-anti-DSG3-GFP binding; active compounds read low; binding (percent of control), % at 10 µM; 310,000 tested, 0.48% active;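 active = binding more than 3 SD below its plate's average and above zero; inconclusive = below that plate limit but binding exactly zero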;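 also: hits lower antibody fragment binding to DSG3; some compounds called inactive have numbers as strong as hits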
# V-ATPase pH – regulators of yeast V-ATPase proton pumping, primary screen, pHLuorin cytosolic pH fluorescence | S. cerevisiae | 350,000 tested, 0.37% active | response, % at 10 µM; in the data active = response mostly above about 7.3%, no sharp cut-off; inactive = mostly below about 5.4%; also: actives read high; inactives centre near 0; some compounds called inactive have numbers as strong as hits; reference of the scale not given here
# Arrestin-AP2 inh – inhibitors of beta-arrestin/AP2 binding, primary screen, biochemical, GPCR trafficking, flow cytometry; beta-arrestin 1 C-terminal peptide binding to AP2 beta2-adaptin appendage (human); FITC-arrestin peptide / GST-AP2 beads; AP2 beta2 appendage carries R879A mutation; inhibition, % at 10 µM; 340,000 tested, 0.31% active;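 active = inhibition above a set limit, near 3 SD of compounds lacking own fluorescence, cut at about 54% in these data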;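 also: plate controls were DMSO wells for no effect and 5 µM unlabelled arrestin peptide for full effect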
#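 System: GST-AP2 R879A glutathione beads. Medium: PBS with 0.05% Tween 20 and 0.1% BSA. Also added: FITC-arrestin peptide, 50 nM. Incubation: 12 min plus 1 h, RT. Measured by: high-throughput flow cytometry of beads, ex 488, em 535 nm. Evaluation: percent drop in bead-associated FITC signal.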
# MOR-DOR inv ag – inverse agonists of MOR-DOR heterodimerization, primary screen, cell-based, luminescence; Mu-type opioid receptor (Homo sapiens) + Delta-type opioid receptor (Homo sapiens), …; cell-based MOR-DOR heterodimer luminescence, inverse agonism; inhibition, % at 9.3 µM; 340,000 tested, 0.21% active; AID 504357, 2011; in the data active = inhibition above about 22%, passing the limit was not always enough;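 also: 0% = cells with DMSO and 100% = wells without cells with DMSO; values of inactives mirror those of a sister screen read the other way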
# An asterisk follows results filed as active; ? = inconclusive; · = no result given.
SMILES,C-LANA FP,Keap1 Nrf2 FP,RTF Ca sens inh,Wnt bcat act,cardiac RTF act,OPRM1-OPRD1 ag,Pemphigus Ab inh,V-ATPase pH,Arrestin-AP2 inh,MOR-DOR inv ag
CCc1ccc(N(C(=O)CCC(=O)Nc2cc(C)on2)C(C(=O)NC(C)(C)C)c2ccc(OC)cc2)cc1 (centres undefined),-0.1,-4.1,-3.5,-1.8,6.5,-0.1,120.4,-1.3,-5.3,0.6
COc1ccccc1/C=C/C=C1\Oc2c(ccc(O)c2CN2CCN(CCO)CC2)C1=O,-0.6,-148.4,-222.4,1.5,239.3*,-4.8,94.1,-1.6,45.1,21.5
CN1C(=O)CC(C(=O)O)SC1=Nc1cccc(C(F)(F)F)c1 (centres undefined),-1.0,0.7,-9.9,-3.3,0.8,-3.5,·,-3.4,-4.4,17.8
O=C(CCN1CCN(Cc2ccccc2)CC1)NNC(=O)Nc1cccc([N+](=O)[O-])c1,-1.2,2.2,2.5,-2.1,-4.8,-3.8,115.3,3.2,5.5,19.1
CC(=O)N[C@@H]1c2c(ccc3ccccc23)OC[C@@H]1COC(C)=O,2.3,-3.8,·,0.2,·,·,102.2,0.4,10.7,·
COc1cc(NC(=O)Nn2cnnc2)cc(OC)c1OC,-0.3,0.0,-2.8,1.5,-0.5,0.1,97.8,-3.5,-11.1,-0.5
S=C(NCc1ccco1)N1CCN(c2nc(-c3ccccc3)cs2)CC1,0.5,-3.4,-1.1,-1.5,3.5,-1.6,112.7,4.9,-15.1,7.8
COc1ccc(S(=O)(=O)N2CCCCCC2)cc1C(=O)NCc1ccco1,-1.5,-4.2,-1.5,-1.3,-3.6,-2.0,·,0.6,4.3,9.7
CC(=O)Nc1ccc(S(=O)(=O)N(C)CC(=O)NCCC2=CCCCC2)cc1,0.6,-0.1,-9.4,-1.4,-3.1,-0.1,115.5,-1.1,4.9,0.6
CC(C)Cc1nc(C#N)c(N2CCC(C(N)=O)CC2)o1,2.3,-3.0,-11.9,·,5.0,1.3,111.1,0.5,-2.5,-6.6
CCS(=O)(=O)N1CCC(C(=O)NCc2cc(OC)ccc2OC)CC1,-0.6,-1.1,-2.9,-1.8,2.7,-2.4,104.9,-1.0,-40.6,13.4
Cc1ccc(NC(=S)Nc2ccc(Cl)c(Cl)c2)c(OC(F)F)c1,-0.6,-5.0,0.2,-1.1,-1.4,2.1,100.6,6.3,3.3,-12.7
Cc1c(OCC(=O)N2C[C@H]3C[C@@H](C2)c2cccc(=O)n2C3)ccc2c3c(c(=O)oc12)CCCC3,2.7,-3.3,-2.6,-1.2,-4.8,-3.1,96.5,-0.7,6.0,15.4
CCc1nnc(NC(=O)CSc2nc3[nH]c(=O)cc(O)c3s2)s1,-0.7,-1.4,-15.2,7.2,2.2,-2.5,·,4.8,3.8,10.1
CCS(=O)(=O)c1ccc(C=NNc2nc3ccccc3o2)cc1,-2.3,-1.5,-3.5,-2.9,-2.6,-1.5,·,1.0,14.9,7.2
COc1ccc(C(=O)N/N=C(/C)c2cccc(NC(=O)c3ccccc3F)c2)cc1,0.4,-5.9,-7.9,4.9,-0.7,0.3,100.1,1.4,-7.7,-1.5
COc1ccc(NC(=O)CSc2nc3[nH]c(=O)[nH]c(=O)c3s2)cc1OC,-1.0,-3.5,-6.4,-0.5,-3.3,-3.3,110.3,3.6,-25.8,17.4
CCc1nnc(NC(=O)COC(=O)CN2C(=O)c3ccccc3C2=O)s1,0.6,-3.6,-5.7,·,-3.2,0.6,107.8,1.1,-6.9,-2.7
O=C(NCC(c1ccco1)N1CCc2ccccc2C1)c1cccc(F)c1 (centres undefined),2.2,-0.9,-4.9,-2.1,3.0,-1.7,94.5,3.9,3.7,10.9
O=C(CC1CCCCC1)Nc1c2c(nn1-c1ccc(F)cc1)CS(=O)(=O)C2,0.1,-1.1,-7.7,·,-0.5,-2.9,98.0,-0.6,-3.6,15.2

# Record cards, from the list above. Values in the order: C-LANA FP | Keap1 Nrf2 FP | RTF Ca sens inh | Wnt bcat act | cardiac RTF act | OPRM1-OPRD1 ag | Pemphigus Ab inh | V-ATPase pH | Arrestin-AP2 inh | MOR-DOR inv ag
# Listed for `COc1ccc(S(=O)(=O)N2CCCCCC2)cc1C(=O)NCc1ccco1` → -1.5 | -4.2 | -1.5 | -1.3 | -3.6 | -2.0 | · | 0.6 | 4.3 | 9.7
# Listed for `CCc1nnc(NC(=O)COC(=O)CN2C(=O)c3ccccc3C2=O)s1` → 0.6 | -3.6 | -5.7 | · | -3.2 | 0.6 | 107.8 | 1.1 | -6.9 | -2.7
# Listed for `COc1ccc(C(=O)N/N=C(/C)c2cccc(NC(=O)c3ccccc3F)c2)cc1` → 0.4 | -5.9 | -7.9 | 4.9 | -0.7 | 0.3 | 100.1 | 1.4 | -7.7 | -1.5

# (continued)
SMILES,C-LANA FP,Keap1 Nrf2 FP,RTF Ca sens inh,Wnt bcat act,cardiac RTF act,OPRM1-OPRD1 ag,Pemphigus Ab inh,V-ATPase pH,Arrestin-AP2 inh,MOR-DOR inv ag
O=C(O)COC(=O)C1C(c2ccccc2)C(C(=O)O)C1c1ccccc1 (centres undefined),-0.2,-2.7,-8.4,-1.3,6.3,-1.3,107.9,3.6,1.0,6.9
COc1ccc(-c2ccc3c(c2)S(=O)(=O)c2cccc(C(=O)NCCOc4ccccc4)c2C3=O)cc1OC,-0.8,-0.2,0.5,·,-1.2,0.5,101.7,2.9,28.0,-2.5
COc1ccc([N+](=O)[O-])cc1NC(=O)Cn1ccc(C(F)(F)F)n1,2.8,3.1,3.3,-1.2,0.3,-2.9,117.8,0.2,10.2,13.8
O=C(CCc1nc2ccccc2s1)OCC(=O)c1ccccc1,0.4,-5.9,-6.6,17.5,-0.6,-0.8,103.8,-0.7,0.5,5.7
O=C(NCc1ccccc1Cl)c1ccc(CS(=O)Cc2ccc(Cl)cc2)o1 (centres undefined),1.1,2.4,-10.8,-1.2,0.0,-1.5,105.0,0.9,12.0,7.5
CCCCCc1nc2c(=O)n(C)c3ccccc3c2o1,-0.5,-0.9,7.8,16.2,-11.1,4.1,·,-5.8,3.6,-24.2
Cc1cccc(-c2noc(-c3ccoc3C)n2)c1,0.3,-4.3,8.1,?,-4.8,-1.6,84.2,0.1,-1.4,8.2
N#Cc1cccc(C(=O)OCc2cccc(S(=O)(=O)N3CCOCC3)c2)c1,-1.6,5.3,1.6,1.1,11.9,-1.0,102.1,-2.5,-5.6,6.7
CCOC(=O)/C(C#N)=C/c1ccc(N2CCN(Cc3ccccc3)CC2)cc1,2.1,-5.0,-32.5,1.2,42.2*,2.2,95.4,5.1,2.2,-11.8
O=C(NCC1CCCO1)c1cc(-c2ccccc2)on1 (centres undefined),0.5,-0.9,-2.0,·,-0.1,-2.4,101.8,2.8,3.7,13.2
CCOc1ccc2ccccc2c1C(=O)Nc1cc(=O)n(C)c(=O)n1C,0.7,-1.4,-3.2,-2.7,4.1,-2.3,96.6,-0.1,10.3,13.7
COc1ccc(/C=C/C(=O)c2ccc(O)cc2)cc1COc1ccc(F)cc1,0.4,-1.7,-4.4,0.4,1.9,1.9,105.8,-0.1,-2.7,-10.8
CC1CCN(C(=O)Cn2nc(C(F)(F)F)c3c2CCCC3)CC1,-0.3,-5.6,2.5,-4.5,4.0,-1.9,101.9,6.0,-5.0,9.6
C=CCOc1ccc(C(=O)Nc2ccc(OCC)cc2)cc1,-1.0,-4.6,-15.8,2.3,2.8,0.5,100.0,-4.4,-2.5,-3.2
Cc1ccc(NC(=O)CCNCc2ccco2)cc1S(=O)(=O)N(C)C,-0.5,1.8,-16.1,-1.3,2.0,-1.7,104.0,0.7,-0.4,9.4
COC(=O)COc1ccc(S(=O)(=O)N2CCCCCC2)cc1C,-0.6,1.0,-5.9,-2.7,-1.8,-2.1,·,-2.9,-6.7,14.5
COc1ccc(S(=O)(=O)N2CCC(C(=O)N[C@@H](C)C(=O)NC3CCCC3)CC2)cc1,0.2,-5.6,0.8,-2.2,3.7,-2.2,·,2.7,-3.1,10.7
Cc1c(C(=O)N2CCN(CCc3ccccn3)CC2)oc2ccc(F)cc12,1.3,0.2,2.9,-2.3,-3.6,-1.4,104.3,-0.7,53.5,7.5
CC1CCCC(C)N1C(=O)CCN1C(=O)C2C3C=CC(C3)C2C1=O (centres undefined),-0.9,-2.2,-6.6,-2.9,-0.9,-2.6,·,7.4,7.1,14.0
CCn1c(C)cc(/C=C2\NC(=O)N(Cc3ccc(Cl)cc3)C2=O)c1C,2.8,-2.2,-8.5,·,1.0,1.2,102.1,4.6,6.8,-6.4
c1cc(SSc2ccncc2)ccn1,0.0,-4.6,-2.6,1.3,4.4,-1.9,96.3,-1.3,5.5,10.9
Cc1ccc(C(CNS(=O)(=O)c2ccccc2)N2CCN(C)CC2)cc1 (centres undefined),0.6,-5.2,-10.1,0.6,-1.0,0.3,94.9,0.2,14.2,-2.1
O=C(O)C1CCCCC1C(=O)Nc1ccc(F)cc1F (centres undefined),-1.8,-3.2,-15.6,-1.9,3.8,-1.4,·,-0.3,2.5,7.6
CCc1nnc(NC(=O)c2ccc(S(=O)(=O)N3CCCc4ccccc43)cc2)o1,0.5,-4.5,-23.4,-7.1,3.5,0.6,95.2,-1.8,5.5,-3.7
CCOC(=O)c1[nH]ncc1CN1CCC(Cc2cccc(OC)c2)(C(=O)OCC)CC1,-1.7,-1.7,0.2,1.3,-5.2,2.7,89.2,-1.1,11.2,-13.6
COc1ccc(NC(=O)c2cc(C(C)C)on2)c(OC)c1,0.0,-0.5,-5.8,12.7,-1.1,-2.5,94.8,3.6,-8.5,13.1
CCN(CC)CCCCCCCCOC(=O)c1cc(OC)c(OC)c(OC)c1,3.6,-5.4,-4.8,0.6,12.3,-0.8,105.4,-1.9,-4.4,4.5
CCN(C(=O)C1CCN(c2nc(-c3ccc(OC)cc3)no2)CC1)c1ccc(OC)cc1,-1.5,0.0,-3.6,-3.5,6.2,-0.5,105.1,4.5,-0.4,3.1
COc1ccc(Nc2nc(N3CCOCC3)nc(N3CCOCC3)n2)cc1,-0.5,-0.8,-1.2,-3.5,-3.5,-2.4,98.9,-1.7,4.0,11.3
COCCCNC(=O)Cn1cnc2sc(C)c(S(=O)(=O)N3CCN(c4ccccc4OC)CC3)c2c1=O,-0.7,-0.4,-4.5,-1.8,-0.1,-0.2,92.1,2.0,-6.7,1.5
